# FLuc inh – Photinus pyralis luciferase inhibition. P08659. purified P. pyralis luciferase, luminescence, biochemical. Potency, µM (top dose mostly 115 µM), inactives show at the top dose activity change, negative = inhibition, most hits filed as inhibitors. 2.5% of 76,000 active. AID 1347043; also: potency is read from the fitted curve at half-maximal effect; nearly all actives have a fitted effect of over 65% in size
# Target sequence (P08659 whole entry, looked up): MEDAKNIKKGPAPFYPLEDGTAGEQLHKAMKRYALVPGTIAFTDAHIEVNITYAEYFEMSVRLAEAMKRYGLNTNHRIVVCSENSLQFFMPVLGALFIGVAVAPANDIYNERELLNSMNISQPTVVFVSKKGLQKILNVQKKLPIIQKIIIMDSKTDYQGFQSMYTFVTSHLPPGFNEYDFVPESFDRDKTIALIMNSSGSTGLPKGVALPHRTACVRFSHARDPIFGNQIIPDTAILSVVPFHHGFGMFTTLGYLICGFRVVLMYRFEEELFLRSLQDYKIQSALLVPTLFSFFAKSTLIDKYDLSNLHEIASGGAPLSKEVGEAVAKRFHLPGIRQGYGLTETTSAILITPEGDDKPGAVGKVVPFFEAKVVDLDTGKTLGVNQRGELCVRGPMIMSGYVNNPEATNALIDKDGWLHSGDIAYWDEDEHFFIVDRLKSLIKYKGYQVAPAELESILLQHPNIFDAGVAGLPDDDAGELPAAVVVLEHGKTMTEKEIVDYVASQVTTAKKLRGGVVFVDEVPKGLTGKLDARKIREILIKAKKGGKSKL
#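 Luminescence read by CCD imager after adding enzyme (10nM final) to wells holding compound, titrated in qHTS. Substrates 10uM each D-luciferin and ATP; buffer 50mM Tris acetate pH 7.5, 10mM Mg acetate, Tween-20, BSA.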
# SNCA expr inhib – SNCA gene expression inhibition; HEK-293 SNCA-luciferase knock-in, luminescence, 24 h; Potency, µM (highest dose often 57.2 µM), for the others: top-dose activity change, negative = inhibition, usual class: inhibitors; 0.17% of 140,000 active; AID 1671194;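 also: potency is read from the fitted curve at half-maximal effect; plate controls were DMSO cells for no effect and cell-free wells for full effect; nearly all actives have a fitted effect of over 45% in size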
# IP6K1 inhibitor – IP6K1 kinase inhibition; Q92551; IP6K1 kinase, ADP-Glo luminescence, 2 h; hits give low values; activity change, % (series mostly up to about 58 µM); 0.81% of 140,000 active; in the data active = activity change below about -25%
# Target sequence (Q92551 whole entry, looked up): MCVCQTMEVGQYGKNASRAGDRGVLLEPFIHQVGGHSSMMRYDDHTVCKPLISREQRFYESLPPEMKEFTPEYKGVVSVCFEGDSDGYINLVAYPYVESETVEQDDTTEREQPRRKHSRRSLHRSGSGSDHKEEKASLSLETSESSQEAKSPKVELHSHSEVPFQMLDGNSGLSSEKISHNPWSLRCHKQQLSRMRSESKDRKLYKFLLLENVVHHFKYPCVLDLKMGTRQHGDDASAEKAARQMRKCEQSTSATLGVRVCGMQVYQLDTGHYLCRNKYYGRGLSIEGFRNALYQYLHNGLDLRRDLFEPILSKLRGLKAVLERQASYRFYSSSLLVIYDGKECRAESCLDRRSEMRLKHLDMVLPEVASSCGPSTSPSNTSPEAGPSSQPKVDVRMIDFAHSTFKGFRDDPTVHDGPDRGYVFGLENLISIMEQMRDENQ
#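 ADP-Glo luminescence measures ADP made by human IP6K1 during a 2 h RT reaction with ATP/IP6 (mix at 1.3 mM/130 uM); top library doses 57.5 and 19.1 uM final.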
# 3T3 cytotox – cytotoxic compounds in NIH 3T3 cells | 4.3% of 94,000 active | Potency, µM (highest dose often 96.7 µM), inactives show at the highest dose activity change, negative = cytotoxicity, actives largely listed as inhibitors | NIH 3T3 viability, CellTiter-Glo ATP luminescence, 48-72 h; also: potency is read from the fitted curve at half-maximal effect; nearly all actives have a fitted effect of over 55% in size
#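 Cytotoxicity is measured as loss of cellular ATP: NIH 3T3 cells (400/well) are exposed to compound for 48 or 72 hr at 37 °C, then CellTiter-Glo luminescence is imaged after 10 min at room temperature.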
# HEK293 tox – kills HEK 293 cells; HEK 293 viability, ATP luminescence (CellTiter-Glo), 48-72 h; Potency, µM (series often up to 115 µM), inactives show top-dose activity change, negative = cytotoxicity, hits mostly inhibitors; 6.6% of 94,000 active; also: potency is read from the fitted curve at half-maximal effect; nearly all actives have a fitted effect of over 60% in size
#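 qHTS cytotoxicity; HEK 293, 250 cells/well; compound pinned; 48 or 72 hr, 37 degree Celsius, 5% CO2, 95% humidity; CellTiter-Glo, 10 min RT; luminescence (ATP).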
# HEK293 viab – counter-screen for SNCA expression inhibitors: cell viability; 0.12% of 150,000 active; AID 1671193; Potency, µM (doses to about 57.1 µM), without a hit: at the highest dose activity change, negative = cytotoxicity, hits mostly cytotoxic; HEK-293-SNCA-luc viability, GF-AFC fluorescence, 24 h;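 also: potency is read from the fitted curve at half-maximal effect; 0% = DMSO-treated cells and -100% = medium-only wells without cells; nearly all actives have a fitted effect of over 30% in size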
#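 HEK-293-SNCA-luc cells (1500/well) plated 24 h, then exposed 24 h to a dilution series; GF-AFC added 30 min at 37C, fluorescence 405/540 nm; normalised to medium-only and DMSO wells, Hill fit.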
# GPT2 inh – inhibitors of human GPT2 alanine aminotransferase | 0.25% of 100,000 active | Recombinant GPT2, coupled pyruvate oxidase/HRP Amplex Red fluorescence | Potency, µM (top dose mostly 57.7 µM), for inactives: at the highest dose activity change, negative = inhibition, usual class: inhibitors | Q8TD30; also: potency is read from the fitted curve at half-maximal effect; nearly all actives have a fitted effect of over 60% in size; many of its hits are not listed in these tables
#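 Recombinant GPT2 (10ng/uL) with 250uM a-KG and 2mM L-alanine, 30 min at room temperature, in HEPES pH 7.5 buffer. Pyruvate detected by pyruvate oxidase/HRP/Amplex Red fluorescence after 30 min in the dark; AOA (50uM) as positive control.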
# * hit, by the source's call; i = inactive; u = inconclusive; x = no result given; & = joins results of further samples; [ ] = remark or other dose. Unless noted, calls follow the shape of the dose curve; as a rule, active = well fitted curve in the direction sought with a large enough effect; inconclusive = small, poorly fitted or top-dose-only effect, or another doubt; inactive = no such curve, though single readings can be large; an effect the other way counts as inactive or inconclusive. Unless noted, % is scaled to controls: 0 for no effect and ±100 for the full control effect.
# Order of results – IP6K1 inhibitor, 3T3 cytotox, GPT2 inh, SNCA expr inhib, HEK293 viab, FLuc inh, HEK293 tox
Cn1nc(C2CC2)cc1NC(=O)c1ccc(C(F)(F)F)cc1
    -11, u, 4%[88.5 µM], 124%[activator][87.6 µM], -8%[87.6 µM], x, u
CCOC(=O)C1CCN(C(=O)c2cc(-c3ccncc3)cn2Cc2ccc(C)cc2)CC1
    -13, u, i, 31%[activator], -24%, 5%, u
Cc1cc(C)cc(NC(=O)Cn2c(=O)n(-c3cc(C)cc(C)c3)c(=O)c3oc4ccccc4c32)c1
    28, x, x, -5%, -11%, x, x
CCOc1ccc2c(n1)CCN(C(=O)Cc1cccc(OC)c1)C2
    -26*, -20%, -3%, 48%[activator], 3%[12.5 µM], -7%, 1%
O=C1NCC2(CCN(CC3CCCCC3)CC2)Oc2ccccc21
    5, -28%, i, 3%, -8%, x, -36%
Cc1cc(F)ccc1OC1CN([S+](=O)([O-])c2ccccc2)C1
    -9, -4%[138 µM], 3%[88.5 µM], -10%[87.6 µM], 3%[87.6 µM], -15%[172 µM], -13%[172 µM]
COc1ccc(NC(=O)N2CCCCCC2c2nc(C)no2)cc1 (stereo not drawn)
    0, -4%, 3%, -6%, -7%, x, -1%
O=c1[nH]c2cccnc2n1C1CCCCC1
    0, -32%[174 µM], -7%[88.5 µM], -8%[87.6 µM], -26%[87.6 µM], -5%[230 µM], -33%[230 µM]
CCOc1ccc(S(=O)(=O)Nc2ccc3oc4c(c3c2)CC(C)CC4)cc1 (stereo not drawn)
    -8, x, x, 35%[activator], -2%, x, x
O=C(O)c1ccc(-c2nc3ccncc3[nH]2)cc1
    0&8, u, -20%[88.5 µM], u, u, -19%[230 µM], u
O=C1N(C2CCN(S(=O)(=O)c3cccnc3)CC2)C(c2ccccc2)C12CCCC2 (stereo not drawn)
    3, u, i, -8%, -2%, x, u
Cc1cc(C)c(NC(=O)c2cc(S(=O)(=O)NCCC3=CCCCC3)ccc2F)c(C)c1
    -4, x, x, 4%, -1%, x, x
COc1cccc(OCC(=O)c2ccc3c(c2)N(CCCC(=O)NCc2ccccc2)C(=O)CO3)c1
    27, 40µM*, -9%, -21%, -29%, -1%, u
CC(C)=CCn1c(-c2ccc(F)cc2)cn2cc(C(=O)N3CCCCC3)nc2c1=O
    8, u, -13%, u, u, -9%, -32%
O=C(Cc1cccc(F)c1)NCCn1cccc1-c1nc(-c2ccc3c(c2)OCO3)no1
    -5, -25%, 1%, 27%, -5%, -21%, u
CCOc1ccc(CCNC(=O)CSc2nnnn2-c2ccccc2Cl)cc1OCC
    7, x, x, 22%, 2%, x, x
CN(Cc1cccnc1)C1CCCc2ccccc21 (stereo not drawn)
    2, u, i, -2%[87.6 µM], 6%[87.6 µM], 4%[172 µM], 56µM*
CCC(C(=O)NC1CCCCC1)n1c(SCc2ccccc2F)nc2ccncc21 (stereo not drawn)
    9, x, x, u, -13%, x, x
O=C(NCCc1noc(-c2cccnc2)n1)c1c2c(nc3ccccc13)CCCC2
    8, -5%, i, 38%[activator], -10%[12.5 µM], -16%, 3%
CCOC(=O)[C@@H]1CN(C(=O)OCC(C)C)[C@H]2c3ccccc3O[C@@H]12
    7, u, x, x, x, x, u
O=c1[nH]c(SCc2c(F)cccc2Cl)nc2c1CCCC2
    -2, x, x, -2%, 1%, x, x
Cn1c(C(=O)N2CC[C@@](C)(O)[C@@H](O)C2)ccc1-c1ccccc1
    41, -26%, -10%, 89%[activator], -16%, -22%, -31%
C=C(COC(=O)C(C)C)C1Oc2cc(C(C)=O)ccc2C1OC(=O)C(C)C (stereo not drawn)
    0, x, 1%[27.3 µM], x, -10%, x, x
CCn1ccc2sc(C)c(C(=O)O)c2c1=O
    -8, i, i, 9%, -6%, -10%, 21%
Cc1cc(C)cc(NC(=O)c2ccc3oc(=O)c(S(=O)(=O)c4ccc(F)cc4)cc3c2)c1
    -3, x, x, 1%, 15%, x, x
CC(CNC(=O)c1cnn(-c2ccc(F)cc2)c1-n1cccc1)c1ccccc1 (stereo not drawn)
    -6, x, x, u, 8%, x, x
COc1cccc(-c2cc(C(=O)N3CCCC3c3nncn3C(C)C)[nH]n2)c1 (stereo not drawn)
    1, i, 2%, 14%, -3%, u, 1%
O=C(CC1C(=O)NCCN1Cc1cccc(Oc2ccccc2)c1)NC1CCOCC1 (stereo not drawn)
    29, u, 1%, 5%, u, -4%, -46%
O=C(c1cccs1)N1CCOC(CCc2ccccc2)C1 (stereo not drawn)
    2, -8%, -4%, 1%, 4%, -9%, u
Cc1ccc(-c2ncc[nH]2)o1
    6, -14%[230 µM], -11%[88.5 µM], 18%[87.6 µM], 1%[87.6 µM], x, -1%[287 µM]
CCOc1ccc(C(=O)N2CCCN(c3cc(-c4ccc(Cl)cc4)[nH]n3)CC2)cc1OCC
    -11, u, i, u, u, -7%, u
CCCC1CN(Cc2ccc3c(c2)OCO3)C(=O)c2ccc(C)nc2O1 (stereo not drawn)
    16, u, -3%[27.3 µM], 10%[25.6 µM], -28%[23.9 µM], x, u
O=C(c1ccc(Cl)nc1)N1CCC(C(=O)N2CCCC2c2nc3ccncc3[nH]2)CC1 (stereo not drawn)
    5, -13%, -2%, 51%[activator], 8%, x, -10%
Cc1ccc(CNC(=O)CN2C(=O)COc3ccc(S(=O)(=O)N4CCC(C)CC4)cc32)cc1
    5, x, x, -18%, u, x, x
COCCNC(=S)N[C@H]1C[C@H]2C(=O)NC[C@@H](CCC(=O)NCc3ccccc3)N2C1
    15, -6%[138 µM], i, -5%[87.6 µM], 6%[87.6 µM], -9%[172 µM], -4%[172 µM]
C[S+](=O)([O-])N1C2CCC1CN(c1ccc(C(F)(F)F)cc1)C2
    15, u, i, 12%, -7%, x, u
COc1ccccc1CN1CC(C(=O)NCc2ccncc2)C2(CCOCC2)C1 (stereo not drawn)
    22, -12%, -27%, 0%, -4%, 1%, -24%
COc1cccc(NC(=O)c2ccc3[nH]c(C)cc(=O)c3c2)c1
    7, x, x, 57%[activator], -6%, x, x
COc1ccc(C(=O)N2CCc3nc(C(C)C)nc(-c4ccc(OC)cc4)c3C2)cc1
    -5, -16%, -28%, 58%[activator], -22%, 3%, -16%
CC(C)CCN1CCC2(CC1)COc1ccccc1[S+](=O)([O-])N2
    14, i, -1%, -26%, -1%, x, 0%
CN(C)CCOCC1(C)COc2ccc(C(=O)Nc3cccc(Cl)c3)cc2N1 (stereo not drawn)
    1, 45µM*, -16%[88.5 µM], 158%[activator][87.6 µM], -3%[87.6 µM], 45µM*, 63µM*
O=C(c1cc(COc2ccccc2F)[nH]n1)N1CCCC(CN2CCOCC2)C1 (stereo not drawn)
    12, -7%, -6%, 3%, 4%, -2%, 5%
COc1ccc(-c2cn3c(n2)sc2cc(C(=O)NC4CCCCC4)ccc23)cc1
    -1, x, x, 19%, 2%, x, x
COc1cccc(NC(=O)c2sc3nc(C)c(C(=O)Nc4ccc(C)cc4C)c(-c4ccc(C)o4)c3c2N)c1
    0, x, x, 38%[activator], 15%, x, x
CCN(Cc1ccccc1)C(=O)Cn1c(=O)n(-c2ccc(OC)cc2OC)c(=O)c2c(C)c(C)sc21
    21, x, x, 2%, -27%, x, x
CN(C)C[C@@H]1CN(S(C)(=O)=O)C[C@H]1NC(=O)c1ccc(Cl)cc1
    23, -10%, u, 5%, 18%, -1%, -29%
COCC1(c2nc(-c3ccc(C(N)=O)cc3)nn2-c2ccc(OC)cc2)CC1
    22, -8%, 4%[11.5 µM], 9%, 3%, -4%, i
CCC(C)NC(=O)Cn1ccn2nc(-c3ccc(F)cc3)c(CO)c2c1=O (stereo not drawn)
    7, -19%, u, 1%, -14%, 0%, -11%
CC1CN(C(=O)CCC(=O)NCc2ccccc2)c2cc(Cl)ccc2O1 (stereo not drawn)
    -5, x, x, -6%, 8%, x, x
CCOc1ccc(N(CC(=O)NCc2ccccc2Cl)S(=O)(=O)c2c(C)[nH]c(=O)[nH]c2=O)cc1
    -17, x, x, 112%[activator], 10%, x, x
O=C(N[C@H](c1ccccn1)C1CC(O)C1)c1cccc(Cn2cccn2)c1 (stereo partly drawn)
    4, -1%, 3%, -15%, -3%, 2%, -13%
Cc1cc(Cl)ccc1S(=O)(=O)N(C)CC1CCOCC1
    6, -5%, i, 76%[activator], -1%, 9%, -4%
O=C(CNC(=O)c1cccc(-c2ccsc2)c1)NCc1ccc(Cl)cc1
    2, -17%, i, -5%, -3%, x, -3%
COc1ccc(C(=O)N2CCOCCNC(=O)CC2)c(OC)c1
    0, -16%, i, u, 5%, -1%, -3%
Cc1ccc(NC(=O)Cn2c(=O)n(Cc3nc(-c4ccccc4)no3)c(=O)c3ccccc32)c(C)c1
    10, x, x, 12%, -3%, x, x
COc1cccc(S(=O)(=O)N2CCn3nnc(CCC(=O)NC4CC4)c3C2)c1
    -12, -17%, 2%, -12%, 1%, -1%, 2%
Cc1ccc(CN2CCc3ncc(C(=O)NCCOc4ccccc4)n3CC2)o1
    0, 35µM*, i, u, -22%[87.6 µM], 1%[172 µM], 50µM*
COc1cccc(OCc2cc(=O)n3cc(C)sc3n2)c1
    -11, x, x, 46%[activator], -15%, x, x
CCc1ccccc1NC(=O)C1CCCN(c2cnccn2)C1 (stereo not drawn)
    30, x, x, -14%, -7%, x, x
Clc1ccc(-c2cnc([C@@H]3COCCN3Cc3ccccn3)[nH]2)cc1
    -9, u, -19%[88.5 µM], -28%[87.6 µM], -1%[87.6 µM], -24%[172 µM], u

# Additional structures:
# Order of results – IP6K1 inhibitor, 3T3 cytotox, GPT2 inh, SNCA expr inhib, HEK293 viab, FLuc inh, HEK293 tox
O=C1NCCCCCCN(C(=O)NCCc2ccccc2)[C@H]2CCCC[C@@H]12
    -1, -19%, u, 25%, 3%, -11%, u
CCN(CC)C(=O)c1c(-c2ccccc2)c(-c2ccccc2)nn(C)c1=O
    2, x, x, 4%, -2%, x, x
CN1CCC(OC2CCN(C(=O)c3cccc(Br)c3)CC2)CC1
    11, -21%, -12%, -14%, -14%, -2%, -5%
CC(C)(C)NCC(O)COc1ccc(NC(=O)NC2CCCCC2)cc1 (stereo not drawn)
    6, x, -6%, 9%[25.6 µM], 0%[23.9 µM], x, x
CCn1nnnc1NCc1ccc(C(C)C)cc1
    -1, x, -9%, x, 9%, x, x

# Copied from the list:
# CCn1nnnc1NCc1ccc(C(C)C)cc1 in IP6K1 inhibitor is listed with -1
# CC(C)(C)NCC(O)COc1ccc(NC(=O)NC2CCCCC2)cc1 (stereo not drawn) in SNCA expr inhib is listed with 9%[25.6 µM]

# Bioassay records deposited in PubChem BioAssay by National Center for Advancing Translational Sciences (NCATS).

# A portion of the library; count on the stated rates, not on these rows.
